TbREL1 primary = TbREL1 inhibition, primary screen. P86926. TbREL1 RNA ligation, FRET fluorescence. inhibition, % at 9.66 µM. actives 0.49% (n = 89,000);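 active = inhibition above the mean inhibition across all screened compounds plus 3 SD, cut at about 11% in these data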;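 also: 0% = plate median of test wells and 100% = NSC42067 control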
Target sequence (P86926 whole entry, looked up): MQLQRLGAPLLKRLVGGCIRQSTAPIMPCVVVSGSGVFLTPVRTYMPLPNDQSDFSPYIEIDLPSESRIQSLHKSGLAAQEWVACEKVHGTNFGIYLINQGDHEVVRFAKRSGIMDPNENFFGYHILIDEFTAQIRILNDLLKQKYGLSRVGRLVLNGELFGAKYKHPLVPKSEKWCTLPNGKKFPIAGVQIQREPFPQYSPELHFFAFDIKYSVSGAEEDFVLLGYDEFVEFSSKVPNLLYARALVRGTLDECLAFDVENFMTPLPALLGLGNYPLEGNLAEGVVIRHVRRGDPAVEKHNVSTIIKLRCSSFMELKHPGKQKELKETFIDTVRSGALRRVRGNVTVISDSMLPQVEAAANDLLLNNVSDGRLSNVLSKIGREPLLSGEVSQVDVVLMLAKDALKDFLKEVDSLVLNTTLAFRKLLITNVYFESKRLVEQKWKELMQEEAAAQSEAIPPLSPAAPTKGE
Starred values were filed as active, the others as inactive.

SMILES | TbREL1 primary
O=C(COc1ccccc1)NNc1c2ccccc2nc2ccccc12 | -0.6
CN(C(=O)COc1ccc(-c2nnco2)cc1)C1CCS(=O)(=O)C1 (stereo unspecified) | -0.6
CC1(C(=O)NS(=O)(=O)C2CC2)CCCN(C(=O)CSc2ccccc2)C1 (stereo unspecified) | -4.0
CCN(C(=O)COC(=O)c1cccnc1SC)C1CCCCC1 | -2.3
CCN(C(=O)COC(=O)c1cccc2ccccc12)c1c(N)n(Cc2ccccc2)c(=O)[nH]c1=O | 1.5
COCC(C)N1CCC(n2nccc2NC(=O)CCOc2ccccc2)CC1 (stereo unspecified) | 4.8
CCOC(=O)c1c(C)n(C)c2ccc(OCC(O)CN3CCC(C)CC3)cc12 (stereo unspecified) | 2.3
COc1cc(OC)c(Cl)cc1N | -3.2
O=C(C[C@@H]1C/C=C\C[C@H](NC(=O)OCC2c3ccccc3-c3ccccc32)C(=O)O[C@H](c2ccccc2)CNC1=O)NCCO | 0.4
Cc1ccc(C)c(OCCC(=O)OCC(=O)NC(=O)NCc2ccccc2)c1 | -0.6
O=C(CN1CCN(c2ccccc2O)CC1)NC(c1ccccc1)c1ccccc1 | -4.5
Cc1ccnc(NS(=O)(=O)c2ccc(Cl)nc2)c1 | 0.8
CCC1([N+](=O)[O-])COC(c2ccc(C(C)C)cc2)OC1 (stereo unspecified) | 2.9
Fc1cccc(NC(=S)N2CCc3ccccc32)c1 | -2.8
CC(NC(=O)C1(C)CC1(Br)Br)C(C)(C)C (stereo unspecified) | -1.0
CC(Sc1nnc(C2CC2)n1C1CC1)C(=O)N(C)C1(C#N)CCCCC1 (stereo unspecified) | 0.0
O=[N+]([O-])c1cnc2ccccc2c1Sc1ccccc1 | 4.0
Cc1ccc2nc(NC(=O)c3ccc(S(=O)(=O)N4CCCc5ccccc54)cc3)sc2c1 | 1.1
COc1ccc(OC)c(NC(=O)CN2C(=O)CSc3ccc(S(=O)(=O)N4CCCC4)cc32)c1 | -0.3
CO/N=C/c1ccc(N2CCN(C(=O)c3ccc(C)cc3)CC2)c([N+](=O)[O-])c1 | 0.8
COc1ccc(C(=O)NC2CCCCCC2)cc1S(=O)(=O)N1CCOCC1 | -0.1
CCOC(=O)C1(C(=O)OCC)Cc2c([nH]c3ccccc23)[C@]2(N1)C(=O)N(C)c1ccc(Br)cc12 | -4.2
O=C(CSc1nc2c(c(=O)[nH]1)CCC2)Nc1cccc(F)c1 | -0.1
CCCCN1C(=O)/C(=C(/C#N)C(N)=O)c2ccccc21 | -1.3

Two successive entries out of the list so far:
SMILES | TbREL1 primary
O=C(CSc1nc2c(c(=O)[nH]1)CCC2)Nc1cccc(F)c1 | -0.1
CCCCN1C(=O)/C(=C(/C#N)C(N)=O)c2ccccc21 | -1.3

The listing continues:
SMILES | TbREL1 primary
O=C(c1ccc(N2CCNCC2)cc1)c1cccnc1 | -2.3
CC(=O)c1cccc(NC(=O)C2CCN(S(=O)(=O)c3cccs3)CC2)c1 | -0.6
CC(=O)Nc1ccc(NC(=O)/C(Cl)=C/c2ccccc2)cc1 | 1.2
CCOC(=O)C1=CCC(c2ccc(F)cc2)N(S(=O)(=O)c2ccc(C)cc2)C1 (stereo unspecified) | 0.9
Cc1ccc([N+](=O)[O-])cc1S(=O)(=O)Nc1ccc(C(=O)NCc2ccccn2)cc1 | 0.3
O=c1cc(-c2ccc(OCc3ccccc3)cc2)oc2cc(OCc3ccccc3)cc(OCc3ccccc3)c12 | 4.6
O=C(NCCN1CCOCC1)/C(=C/c1ccco1)NC(=O)c1ccccc1 | 0.8
O=C(/C(=N\Nc1ccc(Br)cc1)Sc1nnnn1-c1ccccc1)c1ccccc1 | -5.0
COc1cc2c(cc1OC)CN(C(=O)Nc1ccccc1Cl)CC2 | -0.3
COc1ccc(C(c2ccc(OC)cc2)N2CCN(C(=O)c3noc(C)c3[N+](=O)[O-])CC2)cc1 | 1.1
O=C(O)C1CSCN1S(=O)(=O)c1cccc2nsnc12 (stereo unspecified) | 0.4
COc1ccc(S(=O)(=O)Cc2ccc(C(=O)NC3CCCC3)o2)cc1 | -0.5
CCOc1ccc(CCNC(=O)CCCN2C(=O)c3ccccc3C2=O)cc1OCC | -2.9
O=C(c1ccccc1)N1CCN(Cc2c[nH]c3ccccc23)CC1 | -3.6
CC(=O)c1cccc(NC(=O)N2CCCC2C(=O)Nc2c(C)cccc2C)c1 (stereo unspecified) | 6.5
OC(CNCCC1C=Nc2ccccc21)Cn1c2ccc(Cl)cc2c2cc(Cl)ccc21 (stereo unspecified) | 7.7
S=c1[nH]nc(-c2cccnc2)o1 | -2.7
O=C(O)/C=C/C(=O)NCC1CCC(CNC(=O)/C=C/C(=O)O)CC1 (stereo unspecified) | -0.1
Cc1occc1C(=O)Nc1ccc2c(c1)OCO2 | 1.5
CCOc1ccc(NC(=O)CSc2nnc(N)s2)c([N+](=O)[O-])c1 | -1.4
COc1ccc(CCN2C(=O)C3C4CC(C5C(C(=O)NN)=NOC45)C3C2=O)cc1OC (stereo unspecified) | -1.4
COc1ccc(NC(=O)CCCC(=O)O)cc1Cl | 0.7
CN1CCN(C(=O)CCN2C(=O)/C(=C/c3ccccc3Cl)SC2=S)CC1 | -0.1
Cc1oc(C(=O)Nc2ccc(C(=O)O)cc2)cc1COc1ccccc1 | 7.9
CCC(=O)N/N=C(\C)CC(=O)Nc1ccc(F)cc1 | 1.8
O=C(OCc1cn(Cc2cccc(Cl)c2)nn1)N1CCOCC1 | 0.0
Cc1occc1C(=O)N/N=C/c1ccc(-c2cccc([N+](=O)[O-])c2)o1 | 2.2
Cc1nc(NC2CCCC2)c2nnn(Cc3ccccc3)c2n1 | -2.5
Cc1cc(=O)[nH]c(Nc2ccc(C(=O)OC(C)C)cc2)n1 | -1.9
CN1CCN(C(=O)C2=C[C@H](c3ccc4c(c3)OCO4)C[C@H](OCCCCO)O2)CC1 | -0.7
O=C(Nc1ccc(F)cc1)c1sc(Cl)nc1-c1ccccc1 | -1.6
Cc1ccc(NC(=S)N(Cc2ccccc2)C(C)C)cc1 | -3.9
COc1ccc(CCNC(=O)CSCc2n[nH]c(=O)[nH]2)cc1OC | 0.7
CCOc1nc(-c2ccccc2)ccc1-c1noc(-c2ccncc2)n1 | 1.5
O=C(NCC(=O)N1CCOCC1)c1ccccc1 | -1.0
Cc1cc(F)c(F)c(C(=O)N2CCOCC2)c1 | 0.1
Cc1ccc(Nc2nc(N)nc(CC#N)n2)cc1 | 3.5
Cc1ccc(CCNC(=O)C2CCCN(S(=O)(=O)c3c(C)nn(C)c3C)C2)cc1 (stereo unspecified) | 0.5
Cn1c(SCC(=O)Nc2ccc(S(=O)(=O)Nc3nccs3)cc2)nc2sc3c(c2c1=O)CCCC3 | -5.6
COc1ccc(CCNC(=O)/C=C/c2ccc(S(=O)(=O)N3CCOCC3)cc2)cc1 | -1.0
CCn1cc(/C=N\NC(=O)c2ccc(F)cc2)cn1 | 2.4
C[C@@H]1CN([C@@H](C)CO)C(=O)CCCn2cc(nn2)CO[C@H]1CN(C)C(=O)c1ccc2ccn(C)c2c1 | -4.1
O=c1oc(CCO)cc2ccc(C#Cc3ccsc3)cc12 | 5.4
Cc1ccnc(NC2OC(=O)c3ccccc32)c1 (stereo unspecified) | 0.5
COc1ccc(N(C)C(=O)c2cc3c(Cl)nc4ccccc4c3s2)cc1 | 2.1
O=C(CC1SCCNC1=O)Nc1cccc(Cl)c1 (stereo unspecified) | 0.8
NC(=O)c1cc(S(=O)(=O)NC2CCCCC2)co1 | -0.6
Cc1c(NC(=O)C(C)Sc2n[nH]c(N)n2)c(=O)n(-c2ccccc2)n1C (stereo unspecified) | 6.0
CC(CC(F)(F)F)N1CCC(n2nccc2NC(=O)CCOc2ccccc2)CC1 (stereo unspecified) | -1.9
COc1ccc(N(C(=O)c2snc(C(N)=O)c2N)C(C(=O)NCc2ccc(F)cc2)c2ccc(C)o2)c(OC)c1 (stereo unspecified) | 1.0
Cc1ccc(/C(N)=N/OC(=O)CCC2CCCCC2)cc1 | 4.0
COc1ccc(CN2CCC(C(=O)N3CCN(c4ccccc4F)CC3)CC2)cc1OC | 1.4
O=C(CN1CCN(C(=O)C2CCCO2)CC1)Nc1ccc(Cl)c(Cl)c1 (stereo unspecified) | 4.6
Cc1ccc(C2(c3noc(CN4CCC(C(=O)N5CCOCC5)CC4)n3)CCCC2)cc1 | -1.9
COc1ccc(/C=C2\CCC(C3CCCC3)C2=O)cc1Cn1nc(C)cc1C (stereo unspecified) | 1.3
CCc1ccc(N2CC(C(=O)NCCC3=CCCCC3)CC2=O)cc1 (stereo unspecified) | 4.9
Cc1nn(C)cc1/C=C(/C#N)C(N)=O | 0.6
Cc1cccc(N(CC(=O)NC(C)(C)C)C(=O)CS(=O)CC(=O)Nc2ccc(F)cc2)c1 (stereo unspecified) | -3.5
CC1CN(c2ccnc3cc(Cl)ccc23)CCN1C(=O)c1ccc(Cl)cc1 (stereo unspecified) | 7.0
COc1ccc(OCC(=O)Nc2ccc3c(c2)OCO3)cc1 | 0.1

Continued.
SMILES | TbREL1 primary
Cc1ccc(C(=O)CCC(=O)OCC(=O)N2CCN(S(=O)(=O)c3ccc(C)cc3C)CC2)cc1 | 2.4
O=C(O)CC(C(=O)O)n1nc(-c2ccccc2)cc1-c1ccccc1 (stereo unspecified) | -0.8
N#Cc1c(NC(=S)NC(=O)Cc2cccs2)sc2c1CCCCC2 | -0.1
COC(=O)[C@]12C[C@H](CC(=O)N3CCOCC3)C(=O)N(Cc3ccc(Cl)cc3Cl)C1=C[C@H](C(C)C)O[C@@H]2C1CC1 | 0.7
COc1ccc(-c2cc(C(F)(F)F)nc(-n3cncn3)n2)cc1 | 0.5
Cc1ccc2c(c1)nnn2C1CCN(CC(=O)Nc2ccc(F)cc2)CC1 | -1.1
CCOC(=O)C1(Cc2ccccc2)C(=O)N(CCCN(C)C)c2ccccc21 (stereo unspecified) | 1.0
CC(=O)Nc1cc[n+](C(C)C(=O)c2ccc(Br)cc2)cc1 (stereo unspecified) | 0.8
Cc1ccc(NC(=O)C2CSC3(C)CCC(=O)N23)cc1S(=O)(=O)N1CCCCCC1 (stereo unspecified) | -1.3
COc1ccc(OC)c(CCNC(=O)CC2Oc3ccc(C)cc3NC2=O)c1 (stereo unspecified) | 1.4
CCOc1ccccc1N(CC(=O)OC)S(=O)(=O)c1ccccc1 | -1.1
O=C(c1ccc2c(c1)OCO2)C1CCCN(C(=O)Nc2ccc(F)cc2F)C1 (stereo unspecified) | 1.1
Cc1cc2c(c(CO)c1CCO)C(=O)[C@@H](C)[C@@H]2O | -0.9
Cc1ccc(S(=O)(=O)N2CCN(CC(O)CN3CCOCC3)CC2)cc1 (stereo unspecified) | 4.9
O=C(CSc1nc2scc(-c3ccccc3)c2c(=O)[nH]1)N1CCOCC1 | -1.1
COc1ccc(S(=O)(=O)NCC2CCCN(C(=O)CNC(C)=O)C2)cc1 (stereo unspecified) | 0.4
Cc1cc2c(cc1C)NC(C)CC(=O)N2 (stereo unspecified) | 1.6
COc1cc2ccccc2cc1C(=O)Nc1ccc(C)cn1 | -0.5
O=C(Nc1ccccc1Br)c1cccc2ccccc12 | 1.3
C#CCOC(=O)CCCC(=O)NCCCCCCCC | -3.4
Cc1ccc(N=Cc2c(O)n(-c3ccc4c(c3)OCO4)c(=O)c3ccccc23)cc1 | 3.1
CN(C)c1nc2c(c(=O)[nH]c(=O)n2C)n1Cc1ccccc1Br | -2.3
COC(=O)C1=C(C)N(CC2CCCO2)C(=O)C1 (stereo unspecified) | -0.3
COC(=O)Nc1nnc(-c2ccccc2Cl)s1 | -0.4
CCCC(c1nnnn1CC(=O)OCC)N(Cc1cc2ccc(C)cc2[nH]c1=O)C1CCCC1 (stereo unspecified) | -1.9
O=C(CC1OC(=O)c2ccccc21)NCC1COc2ccccc2O1 (stereo unspecified) | 0.2
Cn1nnc2cc(NC(=O)N3CCN(c4ccccn4)CC3)ccc21 | -1.9
O=C(O)CCC(=O)c1ccc2c(c1)OCCO2 | 3.5
COCCNC(=O)CN(CCc1ccccc1)S(=O)(=O)c1ccc(OC)cc1 | -3.7
COc1cccc(-n2c(Cc3cc(=O)[nH]c(=O)[nH]3)nnc2SCC(=O)N2CCCC2)c1 | -2.0
Cn1nc(C(=O)Nc2cccc(S(=O)(=O)N3CCCCC3)c2)c2ccccc2c1=O | 0.1
COc1cccc(N2CCN(CC(=O)Nc3ccccc3C(=O)NCc3ccccc3)CC2)c1 | -3.2
Nc1c(C(=O)Nc2ccc3c(c2)OCCO3)nnn1Cc1cccc(Cl)c1 | -0.1
O=C(COC(=O)C1CC(=O)N(Cc2ccco2)C1)c1ccc(OC(=O)c2ccccc2)cc1 (stereo unspecified) | -3.1
CN(CC(=O)Nc1ccccc1C(F)(F)F)C(=O)CC1OC(=O)c2ccccc21 (stereo unspecified) | 0.6

Filtered by structure: the compounds so far containing an NH in an aromatic ring
SMILES | TbREL1 primary
CCN(C(=O)COC(=O)c1cccc2ccccc12)c1c(N)n(Cc2ccccc2)c(=O)[nH]c1=O | 1.5
CCOC(=O)C1(C(=O)OCC)Cc2c([nH]c3ccccc23)[C@]2(N1)C(=O)N(C)c1ccc(Br)cc12 | -4.2
O=C(CSc1nc2c(c(=O)[nH]1)CCC2)Nc1cccc(F)c1 | -0.1
O=C(c1ccccc1)N1CCN(Cc2c[nH]c3ccccc23)CC1 | -3.6
S=c1[nH]nc(-c2cccnc2)o1 | -2.7
Cc1cc(=O)[nH]c(Nc2ccc(C(=O)OC(C)C)cc2)n1 | -1.9
COc1ccc(CCNC(=O)CSCc2n[nH]c(=O)[nH]2)cc1OC | 0.7
Cc1c(NC(=O)C(C)Sc2n[nH]c(N)n2)c(=O)n(-c2ccccc2)n1C (stereo unspecified) | 6.0
O=C(CSc1nc2scc(-c3ccccc3)c2c(=O)[nH]1)N1CCOCC1 | -1.1
CN(C)c1nc2c(c(=O)[nH]c(=O)n2C)n1Cc1ccccc1Br | -2.3
CCCC(c1nnnn1CC(=O)OCC)N(Cc1cc2ccc(C)cc2[nH]c1=O)C1CCCC1 (stereo unspecified) | -1.9
COc1cccc(-n2c(Cc3cc(=O)[nH]c(=O)[nH]3)nnc2SCC(=O)N2CCCC2)c1 | -2.0

Compound activity from PubChem.

These rows are one share of the data; the hit share may differ from the screen's.
